TSG101-PTAP inh = blocks PTAP/TSG101 interaction to inhibit HIV-1 budding | Potency, µM (series often up to 115 µM), for inactives: at the top dose activity change, negative = inhibition, hits mostly inhibitors | Fluorescence polarization, FITC-PTAP peptide / Tsg101 binding | 340,000 tested, under 10 active | Q99816 | AID 493005; active means well fitted inhibition curve with a large enough effect in the main read-out, with a control signal flat, not every such curve was filed as active; inconclusive means small, poorly fitted or top-dose-only effect, or effect the other way, or a change in a side signal; inactive means no such curve, though single readings can be large or run the other way; further: potency means the concentration at half of the fitted maximal effect; % of control where 0% means no effect
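FP read-out: FITC-PTAP peptide, 50 nM final, binding Tsg101 binding domain, 10 uM final; 20 min, r.t.; 10 mM HEPES pH 7.5, 0.15 M NaCl, 0.01% Tween 20, 3 mM EDTA, 0.1 mM TCEP.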
ELG1 DNA repair = blocks ELG1-dependent DNA repair in HEK293T cells; HEK293T ELG1-luciferase reporter, luminescence, 16 h; DNA damage induced by 5-fluorouridine; Potency, µM (doses to about 46.1 µM), for inactives: top-dose activity change, negative = inhibition, usual class: inhibitors; actives 2.3% (n = 330,000); further: potency means the concentration at half of the fitted maximal effect; on the % scale 0 is the no-effect control and ±100 the full control effect; nearly all actives have a fitted effect of over 55% in size
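Overnight (16 hr) co-exposure of 2,000 cells/well to 5-fluorouridine and compound at 37 °C preceded detection. Luciferase was quantified via ONE-Glo luminescence; loss of signal denotes inhibition.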
Tb PFK inh = T. brucei PFK enzyme inhibition. T. brucei PFK, ADP-Glo luminescence. Potency, µM (titrated, usually from 57.5 µM), without a hit: at the top dose activity, negative = inhibition, actives largely listed as inhibitors. actives 0.17% (n = 330,000). AID 485367;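 further: potency means the concentration at half of the fitted maximal effect; 0% = uninhibited 1x PFK enzyme wells and -100% = no-enzyme wells; nearly all actives have a fitted effect of over 60% in size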
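Activity is normalized to no-enzyme wells (full inhibition) and 1.25 nM enzyme wells (no inhibition). Reaction: 0.5 mM F6P, 0.1 mM ATP, 45 min RT, ADP-Glo luminescence; concentration-response curves fitted and classed by quality.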
Eya2 inh = inhibitors of human Eya2 phosphatase activity | recombinant Eya2, OMFP fluorescence dephosphorylation (OMFP is methylfluorescein phosphate) | Potency, µM (series often up to 76.9 µM), for inactives: top-dose activity, negative = inhibition, most hits filed as inhibitors | actives 0.006% (n = 330,000); further: potency means the concentration at half of the fitted maximal effect; on the % scale 0 is the no-effect control and ±100 the full control effect
Target sequence (O00167 whole entry, looked up): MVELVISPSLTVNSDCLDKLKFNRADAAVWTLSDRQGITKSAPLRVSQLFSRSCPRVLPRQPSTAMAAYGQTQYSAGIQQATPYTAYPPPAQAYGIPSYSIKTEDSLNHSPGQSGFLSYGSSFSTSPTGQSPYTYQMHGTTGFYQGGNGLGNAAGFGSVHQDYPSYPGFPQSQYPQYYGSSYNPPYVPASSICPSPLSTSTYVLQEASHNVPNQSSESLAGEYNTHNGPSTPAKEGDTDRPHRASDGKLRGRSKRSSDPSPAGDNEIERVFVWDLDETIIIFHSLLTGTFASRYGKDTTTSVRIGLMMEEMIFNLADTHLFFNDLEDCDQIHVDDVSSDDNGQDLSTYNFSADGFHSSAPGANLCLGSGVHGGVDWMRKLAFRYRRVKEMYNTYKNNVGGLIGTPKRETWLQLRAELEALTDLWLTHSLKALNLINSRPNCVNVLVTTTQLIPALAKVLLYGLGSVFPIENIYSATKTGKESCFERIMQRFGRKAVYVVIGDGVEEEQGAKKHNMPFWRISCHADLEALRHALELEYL
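Eya2 protein (added as 0.2 uM solution) was preincubated with compound for 10 min at ambient temperature in 50 mM HEPES pH 7.5, 50 mM NaCl, 5 uM MgCl2, 0.05% BSA, 1 mM DTT. OMFP (added at 50 uM) then reacted 10 min; fluorescence read at 485/525 nm.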
TSHR antag = human thyrotropin receptor antagonism | AID 504810 | TSHR-expressing cells, TSH-stimulated cAMP HTRF, 2 h; stronger effect = lower value | P16473 | actives 0.2% (n = 330,000) | activity change, negative = inhibition, % at 11.5 µM;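 active means activity change below a set negative limit, meaning inhibition stronger than a set level, cut at about -70% in these data; inconclusive means activity change between two set negative limits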; further: on the % scale 0 is the no-effect control and ±100 the full control effect
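TSHR-expressing cells were treated with compounds, then stimulated with TSH at EC80 (4nM final) for 2 hours at 37 deg C. Cellular cAMP was measured by HTRF competition between lysate cAMP and cAMP-d2 for a cryptate-labelled anti-cAMP antibody.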
A-T KAP1 phos = potential ataxia-telangiectasia treatment; […] A-T fibroblasts, KAP-1 phosphorylation AlphaLISA; neocarzinostatin DNA damage 30 min before lysis; Potency, µM (series often up to 57.5 µM), for inactives: at the top dose activation, actives largely listed as activators; actives 0.19% (n = 320,000); AID 485349; further: potency means the concentration at half of the fitted maximal effect; % of control where 0% means no effect; nearly all actives have a fitted effect of over 45% in size
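ATM-like activity read as KAP-1 phosphorylation via AlphaLISA donor/acceptor antibody pairs after lysis and 6 hr at 25C. Cells were ATM-null patient fibroblasts ([…], hTERT), dosed 60 min, then exposed to the DSB inducer NCS for 30 min.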
Integrin act MD = activators of alpha7 integrin expression for muscular dystrophy. alpha7betagal myoblasts, beta-gal FDG fluorescence, 48 h. Potency, µM (doses to about 38.3 µM), for inactives: top-dose activation, hits mostly activators. actives 0.064% (n = 350,000);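 further: potency means the concentration at half of the fitted maximal effect; 100% = response of the positive control SU9516; nearly all actives have a fitted effect of over 60% in size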
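Alpha7betagal+/- myoblasts (passage 13) were plated 16-24 hr, then exposed to compounds (1:260 dilution of DMSO stock) for 48 hours at 37C. After MPER lysis, β-galactosidase reporter activity was read as FDG fluorescence (ex 480/em 540) after 30 minutes.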
TCR activator = activators of T cell receptors; primary human leukocytes, anti-CD3, IL-2 HTRF, 48 h; Potency, µM (highest dose often 9.22 µM), for the others: at the highest dose activation of IL-2 secretion, usual class: activators; 330,000 tested, under 10 active; AID 504894; further: % of control where 0% means no effect
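Primary human leukocytes incubated 48 hr with anti-CD3 beads plus compound, without co-stimulation. Secreted IL-2 measured by HTRF (europium cryptate/d2 anti-IL-2 pair, 320 nm excitation, 665 nm emission).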
BCR signal inh = inhibitors of chronic active B-cell receptor signaling; ABC-DLBCL IkBa-CBG/CBR reporter, luminescence ratio, 4 h; Potency, µM (doses to about 46.1 µM), without a hit: at the top dose ratio change, negative = lower green/red ratio, most hits filed as inhibitors; actives 0.05% (n = 340,000); active means well fitted inhibition curve with a large enough effect in the signal ratio, with a control signal flat, not every such curve was filed as active; inconclusive means small, poorly fitted or top-dose-only effect, or effect the other way, or a change in a side signal; the % refers to the signal ratio;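 further: potency means the concentration at half of the fitted maximal effect; plate controls were basal doxycycline-induced cells for no effect and cells given 10 µM MG132 for full effect; MG132 reads +100%, hits lower the ratio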
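Compounds up to 46 uM were incubated four hours with TMD8 cells whose green CBG68 luciferase is fused to IkappaBalpha; red CBR luminescence normalised the signal, and concentration-effect curves were fitted to fusion, red and ratio data.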
ASM inhibitor = blocks human secretory acid sphingomyelinase; actives 0.006% (n = 340,000); Potency, µM (series often up to 57.5 µM), for the others: top-dose activity change, negative = inhibition, actives largely listed as inhibitors; placental ASM, HMU-PC fluorogenic substrate, 60 min; P17405; further: potency means the concentration at half of the fitted maximal effect
Target sequence (P17405 47-631 limits assumed): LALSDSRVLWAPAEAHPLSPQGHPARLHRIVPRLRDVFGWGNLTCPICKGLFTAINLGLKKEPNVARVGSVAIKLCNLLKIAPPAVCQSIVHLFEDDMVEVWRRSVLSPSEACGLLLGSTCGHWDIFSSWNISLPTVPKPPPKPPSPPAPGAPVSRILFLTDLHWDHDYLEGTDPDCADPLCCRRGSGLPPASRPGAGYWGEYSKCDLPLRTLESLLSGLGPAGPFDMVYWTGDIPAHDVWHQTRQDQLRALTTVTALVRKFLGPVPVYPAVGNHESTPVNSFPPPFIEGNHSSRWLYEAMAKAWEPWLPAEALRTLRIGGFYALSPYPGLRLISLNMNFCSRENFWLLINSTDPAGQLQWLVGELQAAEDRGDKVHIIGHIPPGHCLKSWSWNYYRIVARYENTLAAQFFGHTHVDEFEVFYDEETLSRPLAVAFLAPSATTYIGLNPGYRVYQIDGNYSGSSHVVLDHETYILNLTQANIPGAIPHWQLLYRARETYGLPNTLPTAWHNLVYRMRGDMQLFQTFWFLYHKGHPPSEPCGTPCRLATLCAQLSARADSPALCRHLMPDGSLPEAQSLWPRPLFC
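Human placenta-derived ASM preincubated with compound 10 min at room temperature, then reacted with 9 uM (final) fluorogenic HMU-PC substrate for 60 min at 37 C. Stop solution raises pH to 10; fluorescence read at Ex 386/Em 447 nm.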
Mito fusion act = blocks mitochondrial division or promotes mitochondrial fusion; S. cerevisiae fusion-defective mutant growth rescue, CellTiterGlo 48 h; Potency, µM (top dose mostly 46.1 µM), for the others: at the highest dose growth rescue (activation), hits mostly activators; actives 0.23% (n = 320,000); AID 485298;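 further: potency means the concentration at half of the fitted maximal effect; % of control where 0% means no effect; nearly all actives have a fitted effect of over 45% in size; temperature-sensitive fusion mutants such as fzo1-1 at 37 °C on non-fermentable ethanol glycerol medium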
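Temperature-sensitive fusion-defective S. cerevisiae (e.g. fzo1-1, mgm1-5) were grown with compound in YPEG medium (3% ethanol, 3% glycerol) for 48 hours at 37C. Growth rescue was measured as viability by CellTiterGlo luminescence after 10 minutes at ambient.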
* marks the source's active call; other numbers are inactive results; i = inactive; ? = inconclusive; . = no result given; [ ] = remark or other dose. Unless noted, the call rests on the fitted dose curve; in most records, active means well fitted curve in the direction sought with a large enough effect; inconclusive means small, poorly fitted or top-dose-only effect, or another doubt; inactive means no such curve, though single readings can be large; an effect the other way counts as inactive or inconclusive.

Values run as follows: TSHR antag	TCR activator	Tb PFK inh	Eya2 inh	Mito fusion act	Integrin act MD	TSG101-PTAP inh	BCR signal inh	A-T KAP1 phos	ELG1 DNA repair	ASM inhibitor
> CN(C)C(Cc1ccc(C#N)cc1)C(=O)c1ccccc1 (configuration not stated)
    -5	-6%[46.1 µM]	5%	2%	0%	-2%	-2%	?	-1%	?	3%
> Cc1nc2ccccc2c(=O)n1-c1ccc([N+](=O)[O-])cc1
    40	-4%	-1%	-6%	3%	-5%	-2%	?	1%	?	-1%
> CNC(C)Cc1ccccc1Sc1ccc(O)cc1 (configuration not stated)
    3	0%	2%	-2%	-8%	-10%	-5%	-1%	8%	?	0%
> Cc1ccc(-c2nc(N(C)C3CCN(C)CC3)c3ccccc3n2)cc1
    3	-20%	-5%	4%	7%	-58%[inhibitor]	-7%	?	.	5%	2%
> COc1ccc(C(=O)OC2CC3CCC(C2)[N+]3(C)[O-])cc1OC (configuration not stated)
    -2	3%	4%	1%	5%	3%	-2%	1%	5%	-1%	3%
> COc1nc2ccccc2nc1N1CCN(C)CC1
    25	0%	-21%	14%	-41%[inhibitor]	-10%	-1%	1%	-12%	0%	-3%
> CN1CCN(Cc2ccccc2Sc2ccccc2)CC1
    -9	0%[46.1 µM]	4%	3%	-4%	-14%	-2%	-3%	7%	-3%	1%
> CNC(=O)Oc1ccc2ncccc2c1
    -1	-1%	0%	3%	-2%	24%	-5%	0%	13%	-12%	2%
> CCc1c(C(=O)NN2C(=O)C3C4CCC(O4)C3C2=O)csc1C (configuration not stated)
    -5	0%[46.1 µM]	-1%	4%	1%	-28%	-3%	0%	8%	8%	5%
> CC(=O)NC(Cc1ccc(N(CCCl)CCCl)cc1)C(=O)NCC(=O)NCC(=O)O (configuration not stated)
    -5	8%	-2%	-8%	1%	1%	-6%	?	-5%	-3%	4%
> CCOC(=O)N(CC)c1ccc(C(O)(C(=O)OC)C(F)(F)F)cc1 (configuration not stated)
    -5	-3%	0%	-16%	0%	?	-2%	-8%	-3%	5%	3%
> OCCOCC#CCN1CCOCC1
    -2	10%	0%	-19%	-1%	15%	-4%	0%	0%	7%	6%
> CCN(CC(=O)Nc1ccc(C#N)c(Cl)c1)CC(=O)NC(C)(C)C
    -10	0%	-7%	14%	-5%	4%	-6%	9%	-1%	-24%	3%
> O=Cc1cn(Cc2cccc(F)c2)c2ccccc12
    4	1%[46.1 µM]	-24%	4%	5%	19%	-1%	?	10%	-29%	-3%
> CC(C)OP(=O)(OC(C)C)C(Nc1ccc([N+](=O)[O-])cc1)c1cccc([N+](=O)[O-])c1 (configuration not stated)
    -19	13%	0%	-28%	-3%	?	-1%	-3%	-19%	16%	5%
> Oc1c(Br)cc(Br)cc1Oc1ccc(Br)cc1Br
    -34	.	0%	5%	-17%	.	.	?	?	5%	.
> O=C(Oc1ccc2ccccc2c1Cl)N1CCCC1
    -13	0%	13%	-4%	-9%	20%	3%	6%	16%	?	-1%
> COc1c(C)cc(C(=O)C2CCCN(Cc3cccc(O)c3)C2)cc1C (configuration not stated)
    3	2%	1%	-3%	-15%	-13%	0%	-2%	3%	?	1%
> Nc1c(C(=O)NCCN2CCOCC2)c2nc3ccccc3nc2n1Cc1ccco1
    -6	0%	-5%	-9%	0%	-32%	0%	?	16%	21µM*	i
> COc1cc2c(cc1OC)C(C)NCC2 (configuration not stated)
    -1	-11%	-8%	-4%	-3%	.	3%	-7%	-12%	13%	4%
> Cc1ccccc1-n1c(C)cc(/C=C2/C(=O)NC(=O)N(Cc3ccco3)C2=O)c1C
    1	-1%[46.1 µM]	5%	0%	-3%	-3%	-3%	2%	3%	14%	?
> CN1C(=O)C(=Cc2ccc(N3CCCCCC3)cc2)C(=O)N(C)C1=O
    5	4%	-20%	-3%	6%	5%	?	-21%	-1%	?	-3%
> COC(=O)C1=C(c2cccc(C#N)c2)C[C@@H]2CC[C@H]1N2C(=O)N1CCC(O)CC1
    7	-7%	3%	-2%	-9%	17%	-6%	0%	8%	?	6%
> NC(N)=N/N=C/c1cn(-c2ccccc2)nc1-c1cccs1
    4	-21%	3%	-7%	-7%	-77%[inhibitor]	-5%	?	-2%	0%	-23%
> COc1ccc(-c2[nH]ncc2CNC(C)Cc2ccsc2)c(F)c1 (configuration not stated)
    1	0%	3%	15%	0%	15%	-1%	1%	-2%	5%	0%
> O=[N+]([O-])c1cccc2c([N+](=O)[O-])cccc12
    3	-2%	0%	-3%	-4%	.	0%	-9%	0%	5%	-4%
> COc1cc(C(=S)N2CCOCC2)cc(OC)c1OC(=O)Cc1ccccc1
    -11	-1%	-1%	3%	10%	16%	-2%	2%	0%	12%	-4%
> O=c1[nH]c(=O)n(CCc2ccc(F)cc2)c(O)c1C=NCCCn1ccnc1
    6	4%	0%	-7%	-5%	-11%	2%	?	3%	-2%	1%
> COC(=O)C1=C(c2ccc(OC(F)(F)F)cc2)C[C@@H]2CC[C@H]1N2C(=O)NCCOc1ccccc1Cl
    10	-2%	-4%	-19%	26%	0%	-8%	?	-11%	?	-17%
> COc1cccc(N=Cc2c(O)n(Cc3ccco3)c(=O)[nH]c2=O)c1
    7	-9%	3%	2%	-4%	?	-1%	?	-3%	-13%	29%
> CCCCn1c(O)c(C(C)=NCCN2CCOCC2)c(=O)[nH]c1=O
    -11	3%	-1%	-20%	1%	-11%	-1%	4%	-4%	-1%	1%
> CCC(=NCc1ccco1)c1c(O)n(-c2ccccc2C)c(=O)[nH]c1=O
    3	4%	1%	1%	0%	15%	-5%	12%	-3%	0%	-4%
> CCOP(=O)(OCC)C1(O)C(=O)Nc2ccc(Br)cc21 (configuration not stated)
    1	4%[46.1 µM]	1%	-4%	-1%	-26%	0%	-1%	4%	-16%	3%
> O=C1NC(=O)N(c2cccc(Cl)c2)C(=O)/C1=C\c1ccc(Sc2nc3ccccc3[nH]2)o1
    -6	1%[46.1 µM]	-19%	3%	-6%	-4%	-2%	?	7%	21%	-11%
> O=C(CF)NC(Nc1cccc2cccnc12)C(Cl)(Cl)Cl (configuration not stated)
    -23	-1%	-1%	18%	28%	-34%	-3%	4%	4%	-3%	-3%
> CC1CCN(S(=O)(=O)c2ccc(NN=C(C#N)C#N)cc2)CC1
    ?	.	-19%	-30%	?	.	.	5%	1%	?	.
> Nc1ccc(Cl)cc1C(=O)c1ccccc1
    -4	-5%	0%	14%	-5%	0%	-6%	?	3%	?	-7%
> COC(=O)C1=C(c2ccccc2OCc2ccccc2)C[C@@H]2CC[C@H]1N2C(=O)NCc1ccc(OC)c(OC)c1
    15	3%	3%	-27%	20%	-6%	1%	?	6%	-19%	0%
> O=c1[nH]c(=S)n(Cc2ccc(F)cc2)c(O)c1C=NCc1cccnc1
    -6	1%	-2%	-8%	-1%	?	-3%	?	0%	-1%	19%
> CCC(C)c1ccc(N2C(=O)NC(=O)/C(=C/c3cccn3CCOc3ccc(C)cc3)C2=O)cc1 (configuration not stated)
    -1	-5%[46.1 µM]	-4%	-3%	-17%	12%	?	9%	7%	?	-17%
> COC(=O)C1=C(c2ccc(F)cc2OCc2ccccc2)C[C@@H]2CC[C@H]1N2C(=O)NCc1ccc(F)cc1
    -24	-6%	4%	-23%	?	9%	-6%	?	12%	?	-2%
> O=C(COc1ccccc1)Nc1ccc(Cl)cc1C(=O)c1ccccc1
    4	-7%[46.1 µM]	9%	1%	1%	0%	-2%	0%	5%	3%	-11%
> CCOP(=O)(OCC)C(NC(=O)C(C)C)C(Cl)(Cl)Cl (configuration not stated)
    -6	8%	0%	2%	0%	22%	-5%	-4%	-3%	4%	3%
> CC1OC(Nc2ccc(N=Nc3ccccc3)cc2)C(O)C(O)C1O (configuration not stated)
    -3	0%	-3%	-16%	7%	-33%	-2%	?	4%	?	-27%

These rows are one share of the data; rates above refer to the full screens.
